# Wee1 stabilizer: inhibitors of human Wee1 degradation; reporter increase, % at 5 µM; 220,000 compounds, 1.2% hits; AID 1321; HeLa Luc-Wee1K328M stability, luciferase luminescence; 100% = proteasome inhibitor MG132 effect; P30291;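 active = activation above the mean of all tested compounds plus 3 SD, set per screening run, cut at about 8.8% in these data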;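 note: cells exposed to compound for 20 h before luminescence read; 0% = DMSO alone and 100% = MG132 at 30 µM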
# FXIa inh: factor XIa (human) inhibition; purified FXIa, Boc-Glu-Ala-Arg-AMC fluorogenic substrate; inhibition, % at 5 µM; 220,000 compounds, 0.14% hits; AID 798;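 active = inhibition of at least 40%; inactive = inhibition below 40%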;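 note: fluorescence of freed AMC excited at 355 nm; 0% = enzyme without compound and 100% = no enzyme blank; many of its hits are not listed in these tables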
# KLK5 inh: blocks human kallikrein 5 protease activity | recombinant hK5, fluorogenic AMC substrate cleavage | inhibition, % at 5 µM | 210,000 compounds, 0.59% hits | AID 873;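 active = inhibition of 40% or more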;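 note: 0% = enzyme controls without compound and 100% = no-enzyme blanks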
# Target sequence (Q9Y337 67-293 limits assumed): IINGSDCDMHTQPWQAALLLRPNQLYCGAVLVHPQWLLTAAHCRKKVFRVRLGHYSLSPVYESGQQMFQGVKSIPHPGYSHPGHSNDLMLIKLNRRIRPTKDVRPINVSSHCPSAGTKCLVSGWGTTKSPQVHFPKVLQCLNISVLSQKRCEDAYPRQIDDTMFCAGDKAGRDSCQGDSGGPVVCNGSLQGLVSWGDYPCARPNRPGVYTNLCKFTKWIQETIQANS
# Rad51 HR inh: Rad51 (human) homologous recombination inhibition; Q06609; hRad51 DNA strand exchange, fluorescence dequenching; inhibition, % at 10 µM; 200,000 compounds, 0.085% hits; AID 1385;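 active = inhibition above 40% at the single screening dose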;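 note: 0% = DMSO control wells and 100% = blanks with heterologous ssDNA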
# Target sequence (Q06609 whole entry, looked up): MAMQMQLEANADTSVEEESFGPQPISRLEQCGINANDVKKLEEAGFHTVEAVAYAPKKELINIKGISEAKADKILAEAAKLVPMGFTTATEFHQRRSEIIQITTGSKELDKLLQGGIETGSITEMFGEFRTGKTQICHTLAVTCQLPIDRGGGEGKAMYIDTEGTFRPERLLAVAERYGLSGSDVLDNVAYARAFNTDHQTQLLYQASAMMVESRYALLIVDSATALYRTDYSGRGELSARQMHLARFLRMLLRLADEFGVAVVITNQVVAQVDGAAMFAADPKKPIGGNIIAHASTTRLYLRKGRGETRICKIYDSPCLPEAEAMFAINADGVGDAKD
#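 Material: human Rad51–ssDNA filaments; Probe or stimulus: labelled 47-mer dsDNA for strand exchange; Doses: single 10 µM dose; Incubation: 37 °C 15-min filament assembly, 30-min compound preincubation, 15-min exchange; Technique: FRET fluorescence dequenching, excitation 485 nm, emission 520 nm; Measure: Fluorescence-based percent inhibition, control- and blank-normalised; Benchmarks: plate control and blank wells.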
# FXIIa inh 1536: inhibitors of human coagulation factor XIIa; P00748; purified FXIIa, Boc-QGR-AMC fluorogenic substrate, 2 h; inhibition, % at 5 µM; 220,000 compounds, 0.3% hits; in the data active = inhibition above about 40%;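 note: 0% = enzyme with no compound and 100% = blank without enzyme; many of its hits are not listed in these tables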
# MDM2 E3 inh: Mdm2 E3 ligase (human) inhibition; signal enhancement, % at 5 µM; 210,000 compounds, 0.11% hits; cell-based MDM2 ubiquitination luciferase reporter, 2 h; 0 = plate control, 100 = twice control, blank-subtracted; Q00987;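 active = signal enhancement of 30% or more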;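 note: luminescence tracks abundance of the self-degrading MDM2-luciferase fusion protein; higher signal means inhibition of MDM2 E3 ligase activity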
#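 Timing – 2 h compound exposure at 37 °C · Assay system – mammalian cells stably expressing self-ubiquitinating, self-degrading MDM2 E3–luciferase fusion · Amount – 2000 cells seeded into each well · Measure – % luminescence enhancement versus blank-corrected plate control mean · Measured by – SteadyLite luminescence, 15 min reagent step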
# 14-3-3 Bad inh: disrupts binding of bovine 14-3-3 zeta to phospho-Bad peptide; P63103; TR-FRET 14-3-3zeta/Dy647-pBad peptide displacement, 1 h; inhibition, % at 21.7 µM; 220,000 compounds, 0.71% hits; AID 781;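 active = inhibition above about 70%, limit read from the data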;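 note: 0% = full 14-3-3 plus peptide FRET controls and 100% = background without 14-3-3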
# Target sequence (P63103 whole entry, looked up): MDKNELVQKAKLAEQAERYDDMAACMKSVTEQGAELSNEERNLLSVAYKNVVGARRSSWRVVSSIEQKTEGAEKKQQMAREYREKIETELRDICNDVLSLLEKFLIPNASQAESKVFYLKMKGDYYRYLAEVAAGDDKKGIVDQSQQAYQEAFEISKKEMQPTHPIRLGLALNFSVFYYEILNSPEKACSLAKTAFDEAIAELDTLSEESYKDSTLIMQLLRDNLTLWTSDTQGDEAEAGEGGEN
# eIF4E 4G PPI: inhibitors of eIF4E and eIF4G interaction in translation initiation; P63073+Q04637; TR-FRET eIF4E-eIF4GI(517-606) binding, 2 h; inhibition, % at 21.7 µM; 220,000 compounds, 0.37% hits; AID 782;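 active = inhibition above about 30%, limit read from the data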;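 note: 0% = full FRET control wells and 100% = background wells lacking eIF4GI fragment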
# p97 ATPase inh: inhibitors of human p97 ATPase. recombinant p97 ATPase, Kinase-Glo ATP luminescence, 3 h. inhibition, % at 8 µM. 220,000 compounds, 0.42% hits; in the data active = inhibition above about 15%;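 note: 0% = DMSO vehicle and 100% = wells lacking enzyme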
# Starred values were filed as active, the others as inactive; . = no result given; [ ] = remark or other dose.
SMILES,Wee1 stabilizer,FXIa inh,KLK5 inh,Rad51 HR inh,FXIIa inh 1536,MDM2 E3 inh,14-3-3 Bad inh,eIF4E 4G PPI,p97 ATPase inh
CCCCNC(=S)Nc1ccc(Oc2ccccc2)cc1,4,-1,3,1,8,-10,-7,-2,-2
CC(C)(C)NC(=S)Nc1cccc(C(F)(F)F)c1,-3,-5,2,5,0,-14,-13,-1,3
CCOC(=O)C1=C(C)OC(N)=C(C#N)C1c1ccc(OC)c(C)c1OC (stereo not drawn),0,-4,-7,0,-4,-5,8,3,-4
O=C(c1nn2c(C(F)(F)F)cc(-c3cccs3)nc2c1Cl)N1CCCc2ccccc21,0,5,-4,.,12,-12,-3[fluorescence artefact?],3[fluorescence artefact?],5
Cc1ccc(C(=O)NC(=S)Nn2cnnc2)cc1,-1,9,29,-6,22,-21,4,1,-6
N#Cc1c(NC(=O)COC(=O)c2ccc(S(=O)(=O)N3CCCC3)cc2)sc2c1CCCCC2,3,0,-13,-9,0,-13,-4,2,4
Cc1ccc(NC(=O)C(=O)Nc2ccccn2)cc1,4,6,-10,-1,17,-78,-9,18,2
CCOC(=O)Cc1nnc(NC(=O)c2ccco2)s1,-1,-1,-11,2,9,-12,11[fluorescence artefact?],7,0
CNCc1c(OCc2ccc(F)cc2)ccc2ccccc12,3,2,3,1,13,-27,-2,6,2
Cc1ccc(-c2nc(SCC(=O)NCC3CCCO3)c(-c3ccc(C)cc3)[nH]2)cc1 (stereo not drawn),5,4,-11,-2,10,.,-6[fluorescence artefact?],0,4
CSc1ncccc1C(=O)OCC(=O)NCc1ccc2c(c1)OCO2,-2,-2,1,-23,4,-7,-12,2,5
NCCCC[C@H]1CNC(=O)C(=O)N1CCCCC1CCCCC1,.,-5,-4,1,2,6,-3,-4,.
C/C(CC(=O)N1CCN(C=O)CC1)=N\NC(=O)c1ccc([N+](=O)[O-])cc1,-5,-3,-6,-1,3,3,-8,-1,12
COc1ccc(CCNC(=S)Nc2cccc(C)c2C)cc1,-3,-3,-27,6,9,-2,6,6,-4
Cc1cc(Cl)ccc1OCC(=O)N(Cc1ccco1)C1CCS(=O)(=O)C1 (stereo not drawn),0,-2,1,-12,9,-16,3,-2,-4
CN(C)CCCN1C(=O)CSC1c1ccccc1 (stereo not drawn),0,1,-6,-5,12,-10,3[fluorescence artefact?],-1[fluorescence artefact?],-2
CCOC(=O)C1=C(CC)Nc2ccccc2N=C1NC(=O)c1ccc(S(=O)(=O)N(C)C)cc1,0,8,-11,-1,18,4,-9,-14,2
Cc1ccc(Cc2nc(-c3ccncc3)no2)cc1,9.7*,-1,-5,-4,4,-31,-5,1,0
COc1ccc(C2(NC(C)=O)CCN(C(=O)c3cccs3)CC2)cc1,4,0,-11,-3,10,-4,0,3[fluorescence artefact?],-6
O=C(c1ccco1)N1CCN(CC(=O)N(C2CCCCC2)C2CCS(=O)(=O)C2)CC1 (stereo not drawn),0,0,-9,5,2,-16,4[fluorescence artefact?],-4[fluorescence artefact?],-2
CCC(C)C(=O)N1CCCC(c2nc(-c3cccs3)no2)C1 (stereo not drawn),1,6,3,5,17,-9,-6,13,1
Cc1cnn(-c2cc(Oc3ccccc3)ncn2)c1,5,8,-11,8,17,-15,8,4[fluorescence artefact?],2
Cc1ccc(OCCCC(=O)NC(C)c2ccccc2)cc1 (stereo not drawn),6,-6,-1,-2,12,-11,-1,3[fluorescence artefact?],-5
Cc1ccc(C(C)(C)C)c(OCCCn2ccnc2)c1,-1,12,-7,.,15,-2,26,-2,-1
CC(=O)OCCCNc1cc(Sc2ccc(Cl)cc2)c2nonc2c1[N+](=O)[O-],-3,1,0,-10,17,-13,-3,-4,5

# Next section
SMILES,Wee1 stabilizer,FXIa inh,KLK5 inh,Rad51 HR inh,FXIIa inh 1536,MDM2 E3 inh,14-3-3 Bad inh,eIF4E 4G PPI,p97 ATPase inh
CS(=O)(=O)N1CCC(C(=O)Nc2ccc(C(F)(F)F)cc2)CC1,2,-10,-1,2,2,-6,-7,-4,-2
CCCn1c2c(c(O)c(C(=O)NCc3ccccc3)c1=O)CCCC2,-1,-5,4,-6,10,-6,0,7,-2
O=C(CCc1nc2ccccc2s1)N1CCN(c2ccccc2)CC1,2,5,16,1,10,-26,1,-4,-10
Cn1c2c(c(=O)n(C)c1=O)C(C(F)(F)F)(C(F)(F)F)N=C(CCC1CCCCC1)N2,4,-6,-22,-16,2,-14,-6,3,-1
CCc1cccc(OCCCn2ccnc2)c1,-3,7,-6,.,8,-5,60,-1,3
O=C(NCc1nc2ccccc2[nH]1)C1=C[C@@H](C2CC2)C[C@@H](OCc2ccc(CO)cc2)O1,-1,1,-1,7,6,.,-9,-5,5
N#C/C(=C\c1c(F)cccc1Cl)c1nn(-c2ccccc2)c(-n2cccc2)c1C#N,-1,3,-8,14,6,-4,11,-3,2
Cc1cc(C)c(C#N)c(Cl)n1,1,4,-7,.,9,.,-5,0,-3
Cc1cccc(C)c1NC(=O)CCCSc1nc2ccccc2s1,-1,8,-14,0,15,-24,-5[fluorescence artefact?],2[fluorescence artefact?],-3
O=C(CSc1cccc[n+]1[O-])Nc1ccc([N+](=O)[O-])cc1Cl,0,0,18,18,10,-15,-5,0,0
NC(=O)c1ccccc1OC1CCC1,-2,1,0,8,7,-6,-3,3,7
CCn1cc(S(=O)(=O)Nc2ccc3c(c2)OCCO3)cn1,-1,4,.,-3,11,-28,-11,-1,2
CC(=O)N(CCC1(C(C)C)CCOC(C)(C)C1)Cc1ccco1 (stereo not drawn),3,-3,-7,-2,12,-11,-7,5,-7
CCCCN(CC(=O)NC(C)(C)C)C(=O)C(=O)Nc1ccc2c(c1)OCCO2,2,-1,-1,12,5,0,-12,0,1
C#CCOCCOCCOCCNc1nc(N2CCN(C(=O)[C@H](CCC(=O)O)n3cc(C(N)CO)nn3)CC2)nc(N2CCN(C(=O)[C@H](Cc3ccc(O)cc3)n3cc(C(N)CC(C)C)nn3)CC2)n1 (stereo partly drawn),3,1,4,.,11,.,34,1,3
Cc1cccc(NC(=S)NCCc2ccc3c(c2)OCCO3)c1C,-1,-2,1,5,5,-13,-13,-5,2
CCN(Cc1cc2ccccc2[nH]c1=O)C(=O)c1cccnc1,-2,4,-27,-10,13,1,6,0,7
COC(=O)c1ccc(C23CC4(C2)[C@H](CN(CC2CCCCC2)[C@@H]4c2ccccc2)C3c2ccccc2)cc1 (stereo partly drawn),.,0,0,-4,8,20,-4,-8,.
Cc1ccsc1C(=O)Nc1ccc2c(c1)OCCO2,0,3,-10,3,2,-72,-4,4,-13
NC(=O)C(=CNc1nc(-c2ccc(Cl)c(Cl)c2)cs1)C(N)=O,5,-5,-25,-7,5,-4,26,12,26*
Cc1ccc(C(=O)c2sc3nc4c(cc3c2N)CCC4)cc1,0,11,-14,25,5,-5,2,17[fluorescence artefact?],1
CCCNC(=O)c1ccccc1NS(=O)(=O)c1ccc2c(c1)OCCO2,1,2,-5,3,15,-8,-11[fluorescence artefact?],-9[fluorescence artefact?],5
Cc1ccc(Sc2ncccc2NC(=O)c2ccccc2Cl)cc1,-1,8,3,0,2,0,-3,-1,0
c1ccc(CC2CCN(c3nc4ccccc4n4nnnc34)CC2)cc1,0,-2,-15,9,-1,-15,1[fluorescence artefact?],4,-8
O=C(/C=C/c1ccco1)N1CCCC(c2ccccc2)C1 (stereo not drawn),-2,-3,-2,-8,5,9,4,15,4

# (list continues)
SMILES,Wee1 stabilizer,FXIa inh,KLK5 inh,Rad51 HR inh,FXIIa inh 1536,MDM2 E3 inh,14-3-3 Bad inh,eIF4E 4G PPI,p97 ATPase inh
COCCCNC(=S)N/N=C/c1ccc2ccccc2c1,1,1,-3,-1,6,-13,-8,-9,5
COc1ccc(-n2cc(C(=O)c3ccccc3O)cn2)cc1,-4,8,11,5,5,-66,-13,1,-2
CC(=O)NCCc1nc2ccccc2n1CCOc1ccc(C)cc1,-2,-4,0,-1,-1,-13,-2,-2,2
Cc1cc(C)nc(NC2=NCC(=O)N2c2cc(Cl)cc(Cl)c2)n1,-2,5,2,2,14,5,0,-5,-3
CNC(=O)c1cc(Nc2nnc(C)c3ccccc23)ccc1OC,1,-3,-7,9,-2,1,4,-15,-2
COc1nc(Nc2cccc(C)c2)nc(N2CCCCC2)n1,1,-2,-4,.,6,-4,2,3,0
CN1CCc2c(sc3c2c(=O)n(-c2ccccc2)c2nncn32)C1,3,-4,11,0,8,-15,-10,-6,1
O=C(Nc1ccc([N+](=O)[O-])cc1)N1CCCCC1,2,-5,-4,8,0,-5,-9,-2,1

# High-throughput results as filed in PubChem BioAssay.

# The order is random; about 3.5% have a hit in one of these screens.
